High-throughput results from PubChem.
MITF act – activators of MITF-driven TRPM1 promoter activity in SK-MEL-5 cells; activation, % at 12.5 µM; SK-MEL-5 TRPM1-promoter luciferase, 24 h; % of positive control, neutral wells = 0; hit rate 0.75% among 300,000;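 active = mean activation of at least 80% with every replicate also reaching 80%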;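 also: 0% = neutral control wells and 100% = parthenolide positive control wells; values of inactives mirror those of a sister screen read the other way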
PvdQ inh – blocks Pseudomonas aeruginosa PvdQ acylase activity | purified PvdQ acylase, fluorescence plate reader | inhibition, % at 10 µM | hit rate 0.063% among 340,000 | AID 488965; in the data active = inhibition above about 30%, passing the limit was not always enough;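 also: 0% = vehicle neutral wells and 100% = reference inhibitor wells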
Wnt bcat act – activators of Wnt/beta-catenin signaling | hit rate 1.2% among 300,000 | Wnt/beta-catenin reporter cell assay, activator, plate reader | AID 743398 | activation, % at 9.35 µM; in the data active = activation above about 30%, passing the limit was not always enough;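 also: 0% = neutral control wells and 100% = positive control wells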
NSD2 inh – NSD2 (human) methyltransferase inhibition | O96028 | NSD2 peptide methylation, AlphaScreen, 120 min | inhibition, % at 12.5 µM | hit rate 0.54% among 310,000; in the data active = inhibition above about 50%
V-ATPase pH – regulators of yeast V-ATPase proton transport. AID 504577. response, % at 10 µM. hit rate 0.37% among 350,000. S. cerevisiae, pHLuorin cytosolic pH fluorescence; in the data active = response mostly above about 7.3%, no sharp cut-off; inactive = mostly below about 5.4%; also: actives read high; inactives centre near 0; some compounds called inactive have numbers as strong as hits; reference of the scale not given here
HTR5A inv ctr – counter-screen for OPRM1-OPRD1 inverse agonists: human HTR5A inverse agonism; P47898; hit rate 0.083% among 340,000; HTR5A cell line, luminescence; AID 504634; inhibition, % at 9.3 µM; in the data active = inhibition mostly above about 23%, no sharp cut-off; inactive = mostly below about 18%;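 also: 0% = cells with DMSO and 100% = no-cell wells with DMSO; some compounds called inactive have numbers as strong as hits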
Target sequence (P47898 whole entry, looked up): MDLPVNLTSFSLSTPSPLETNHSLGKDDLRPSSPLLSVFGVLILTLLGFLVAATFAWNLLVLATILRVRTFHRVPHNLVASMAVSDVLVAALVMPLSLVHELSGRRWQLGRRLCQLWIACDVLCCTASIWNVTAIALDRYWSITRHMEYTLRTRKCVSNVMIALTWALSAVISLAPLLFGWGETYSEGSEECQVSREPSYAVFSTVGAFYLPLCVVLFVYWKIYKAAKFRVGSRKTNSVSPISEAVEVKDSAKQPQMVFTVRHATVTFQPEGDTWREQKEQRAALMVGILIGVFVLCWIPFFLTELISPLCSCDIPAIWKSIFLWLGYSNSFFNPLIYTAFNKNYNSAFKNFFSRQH
HTR5A ag – HTR5A agonism, opioid heterodimer counter-screen; P47898; HTR5A agonist assay, luminescence, cell-based; activation, % at 9.3 µM; hit rate 0.61% among 340,000; AID 504692; in the data active = activation mostly above about 9.5%, no sharp cut-off; inactive = mostly below about 7.6%;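 also: 0% = cells with vehicle only and 100% = reference agonist; strong numbers were not always called active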
SR-BI HDL uptake – blocks mouse SR-BI lipid uptake from DiI-HDL; ldlA[mSR-BI] CHO cells, DiI-HDL uptake fluorescence, 3 h; inhibition, % at 12.5 µM; AID 488896; hit rate 0.96% among 320,000;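 active = mean replicate inhibition of at least 70% and a set share of replicates each scoring 70 or more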;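 also: 0% = median of neutral control wells and 100% = median of positive control wells; values of inactives mirror those of a sister screen read the other way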
CDK5 p35 inh – CDK5/p35 (human) kinase inhibition; Q00535+Q15078; inhibition, % at 10 µM; hit rate 0.01% among 330,000; Recombinant CDK5/p35, ADP-Glo luminescence, 60 min;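 active = highest replicate inhibition of at least 50% and at least 75% of replicates reaching 50%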;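 also: plate controls were DMSO neutral control for no effect and GW8510 at 10 µM for full effect; many of its hits are not listed in these tables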
Target sequence (Q00535 whole entry, looked up): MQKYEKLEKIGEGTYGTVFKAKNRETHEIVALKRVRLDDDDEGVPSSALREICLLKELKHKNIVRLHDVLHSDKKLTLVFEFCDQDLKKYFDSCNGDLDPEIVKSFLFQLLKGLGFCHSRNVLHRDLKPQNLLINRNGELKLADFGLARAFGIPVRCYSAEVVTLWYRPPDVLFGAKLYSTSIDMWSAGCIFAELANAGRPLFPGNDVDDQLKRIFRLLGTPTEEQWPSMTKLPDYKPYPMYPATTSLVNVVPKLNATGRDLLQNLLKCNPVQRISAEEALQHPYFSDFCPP
Target sequence (Q15078 whole entry, looked up): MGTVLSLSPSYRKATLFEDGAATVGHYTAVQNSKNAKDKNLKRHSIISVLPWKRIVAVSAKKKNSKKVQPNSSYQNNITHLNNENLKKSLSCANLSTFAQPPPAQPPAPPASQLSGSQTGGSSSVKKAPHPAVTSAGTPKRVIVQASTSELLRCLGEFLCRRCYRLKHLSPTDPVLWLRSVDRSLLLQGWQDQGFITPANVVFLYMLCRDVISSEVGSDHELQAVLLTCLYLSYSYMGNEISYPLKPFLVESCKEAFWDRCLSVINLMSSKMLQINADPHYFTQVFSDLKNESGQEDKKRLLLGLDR
dFosB activator – activators of mouse delta FosB homodimer | activation, % at 25 µM | AID 493131 | P13346 | purified delta FosB, TAMRA-CDK5 oligo fluorescence polarization; percent of positive-control signal above neutral wells | hit rate 0.99% among 340,000;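 active = mean activation above about 17%, with every replicate also reaching it, limit read from the data, passing the limit was not always enough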;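 also: fluorescence polarization rise as delta FosB binds a TAMRA Cdk5 AP-1 oligo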
Active calls of the source: *.

For O=C(NCCSc1ccccc1)c1cncc(Br)c1 the results were MITF act 36, PvdQ inh -6, NSD2 inh -8, V-ATPase pH 0, HTR5A inv ctr -15, HTR5A ag 3, SR-BI HDL uptake -5, CDK5 p35 inh 0.0 and dFosB activator -7.
COc1ccc(CCC(=O)N2CCN(S(=O)(=O)c3cccc(C(F)(F)F)c3)CC2)cc1OC was read as MITF act -3, PvdQ inh 2, Wnt bcat act -2, NSD2 inh -1, V-ATPase pH -2, HTR5A inv ctr -18, HTR5A ag 7, SR-BI HDL uptake 13, CDK5 p35 inh -0.7 and dFosB activator -8.
`CCCCc1nc2n[nH]c(N)c2c2c1CSC(C)(C)C2` gave MITF act -1, PvdQ inh -21, NSD2 inh 0, V-ATPase pH -2, HTR5A inv ctr -11, HTR5A ag 4, SR-BI HDL uptake 4, CDK5 p35 inh 1.5 and dFosB activator 4.
CCOc1ccc(Nc2cc(C)nc(N3CCOCC3)n2)cc1 was read as MITF act 27, PvdQ inh -20, NSD2 inh -1, V-ATPase pH 0, HTR5A inv ctr 25, HTR5A ag -10, SR-BI HDL uptake 40, CDK5 p35 inh 0.6 and dFosB activator -1.
`COc1ccccc1-n1c(=O)c2c3c(sc2n2c(SC(C)C)nnc12)CCC3` gave MITF act -4, PvdQ inh -19, Wnt bcat act -1, NSD2 inh 1, V-ATPase pH 4, HTR5A inv ctr -20, HTR5A ag 7, SR-BI HDL uptake 6, CDK5 p35 inh -0.8 and dFosB activator -1.
Cc1ccc(S(=O)(=O)NC(=O)NCc2ccc(F)cc2)cc1 was read as MITF act -2, PvdQ inh -7, Wnt bcat act 4, NSD2 inh 0, V-ATPase pH 1, HTR5A inv ctr 5, HTR5A ag -1, SR-BI HDL uptake -18, CDK5 p35 inh 1.8 and dFosB activator 3.
Screening CCN(CC)CCC(C)OC(=O)c1ccc(O)cc1O (stereo not drawn) returned MITF act 1, PvdQ inh -8, Wnt bcat act -1, V-ATPase pH 1, HTR5A inv ctr 20, HTR5A ag -1, CDK5 p35 inh 0.0 and dFosB activator -2.
COc1cc(NS(=O)(=O)c2ccc(NC(=O)CN3C(=O)c4ccccc4C3=O)cc2)nc(OC)n1 was read as MITF act -4, PvdQ inh -2, Wnt bcat act -4, NSD2 inh 0, V-ATPase pH 5, HTR5A inv ctr 13, HTR5A ag 2, SR-BI HDL uptake -15, CDK5 p35 inh -0.4 and dFosB activator -14.
For COc1ccc(/C=N/N=C2/NC(=O)C(CC(=O)O)S2)cc1OCc1ccccc1Cl (stereo not drawn) the results were MITF act -10, PvdQ inh 14, Wnt bcat act -2, NSD2 inh 15, V-ATPase pH 4, HTR5A inv ctr -18, HTR5A ag 5, SR-BI HDL uptake -4, CDK5 p35 inh -0.2 and dFosB activator -1.
Screening OC(COc1ccc(OCc2ccccc2)cc1)CN1CCCCC1 (stereo not drawn) returned MITF act 88*, PvdQ inh -4, NSD2 inh 1, V-ATPase pH 2, HTR5A inv ctr -12, HTR5A ag 0, SR-BI HDL uptake -26, CDK5 p35 inh -1.3 and dFosB activator 2.
Screening Cc1ccc(O)c(-c2cc(-c3cccc(F)c3)n[nH]2)c1 returned MITF act -6, PvdQ inh -17, Wnt bcat act 5, NSD2 inh 2, V-ATPase pH 2, HTR5A inv ctr 1, HTR5A ag 9, SR-BI HDL uptake 25, CDK5 p35 inh -6.1 and dFosB activator -10.
Screening O=c1c2ccccc2nc2n1C(CSCc1ccccc1)CS2 (stereo not drawn) returned MITF act -8, PvdQ inh -6, Wnt bcat act -4, NSD2 inh 2, V-ATPase pH -5, HTR5A inv ctr -15, HTR5A ag 6, SR-BI HDL uptake -26, CDK5 p35 inh 0.5 and dFosB activator 0.

Two compounds picked at random from the list so far:
Screening OC(COc1ccc(OCc2ccccc2)cc1)CN1CCCCC1 (stereo not drawn) returned MITF act 88*, PvdQ inh -4, NSD2 inh 1, V-ATPase pH 2, HTR5A inv ctr -12, HTR5A ag 0, SR-BI HDL uptake -26, CDK5 p35 inh -1.3 and dFosB activator 2.
COc1ccc(CCC(=O)N2CCN(S(=O)(=O)c3cccc(C(F)(F)F)c3)CC2)cc1OC was read as MITF act -3, PvdQ inh 2, Wnt bcat act -2, NSD2 inh -1, V-ATPase pH -2, HTR5A inv ctr -18, HTR5A ag 7, SR-BI HDL uptake 13, CDK5 p35 inh -0.7 and dFosB activator -8.

Next section
COc1ccccc1CCc1nnc(CCC(=O)NCC[C@@H]2C[C@@H]3C=C[C@H]2C3)o1 was read as MITF act 6, PvdQ inh 8, Wnt bcat act -1, NSD2 inh 11, V-ATPase pH -2, HTR5A inv ctr -12, HTR5A ag 5, SR-BI HDL uptake -3, CDK5 p35 inh 2.8 and dFosB activator -6.
Screening O=C1CC(c2ccccc2)CCc2sccc2N1 (stereo not drawn) returned MITF act 18, PvdQ inh -15, Wnt bcat act 3, NSD2 inh 4, V-ATPase pH 2, HTR5A inv ctr 11, HTR5A ag 1, SR-BI HDL uptake -10, CDK5 p35 inh 0.3 and dFosB activator -12.
`COc1cccc(CNc2cc(C)ccn2)c1O` gave PvdQ inh -17, Wnt bcat act 12, NSD2 inh 3, V-ATPase pH 1, HTR5A inv ctr 6, HTR5A ag -2, SR-BI HDL uptake -38, CDK5 p35 inh 1.9 and dFosB activator 1.
O=C1CC(c2ccccc2)n2nc(NS(=O)(=O)c3ccccc3)nc2N1 (stereo not drawn) was read as PvdQ inh -19, Wnt bcat act -2, NSD2 inh -1, V-ATPase pH -2, HTR5A inv ctr -2, HTR5A ag 1, SR-BI HDL uptake 9, CDK5 p35 inh -0.1 and dFosB activator 6.
CCC(O)CNc1nc(-n2nc(C)cc2C)nc2sc3c(c12)CC(C)(C)OC3 (stereo not drawn) was read as MITF act -8, PvdQ inh -14, Wnt bcat act -4, NSD2 inh -5, V-ATPase pH 4, HTR5A inv ctr 18, HTR5A ag -6, SR-BI HDL uptake -17, CDK5 p35 inh -3.8 and dFosB activator -4.
`O=C(CSc1nc2ccccc2[nH]1)NCc1ccccc1` gave PvdQ inh -4, Wnt bcat act 18, NSD2 inh -1, V-ATPase pH -2, HTR5A inv ctr -5, HTR5A ag 1, SR-BI HDL uptake 18, CDK5 p35 inh -0.1 and dFosB activator -1.
`Cn1c(N2CCN(C(c3ccccc3)c3ccccc3)CC2)nc2c1c(=O)[nH]c(=O)n2C` gave MITF act 8, PvdQ inh -10, Wnt bcat act -2, NSD2 inh 0, V-ATPase pH 1, HTR5A inv ctr -20, HTR5A ag 6, SR-BI HDL uptake -23, CDK5 p35 inh -0.8 and dFosB activator -6.
`CC1CCc2c(sc3[nH]c(=S)n(C)c(=O)c23)C1` (stereo not drawn) gave PvdQ inh -20, Wnt bcat act 2, NSD2 inh 8, V-ATPase pH -3, HTR5A inv ctr 10, HTR5A ag -3, SR-BI HDL uptake 8, CDK5 p35 inh 0.6 and dFosB activator -6.
For C=CCc1cccc2cc(C(=O)NC3CCCC3)c(=O)oc12 the results were MITF act 17, PvdQ inh 9, Wnt bcat act -1, NSD2 inh -3, V-ATPase pH 2, HTR5A inv ctr 2, HTR5A ag 4, SR-BI HDL uptake -29, CDK5 p35 inh -0.7 and dFosB activator -8.
`COc1ccc(C2=NS(=O)(=O)N(C)C(C(=O)NCc3ccc4c(c3)OCO4)=C2)cc1` gave MITF act 11, PvdQ inh -9, Wnt bcat act 0, V-ATPase pH 2, HTR5A inv ctr -13, HTR5A ag 4, SR-BI HDL uptake -5, CDK5 p35 inh -1.1 and dFosB activator -9.
Screening C/C(=N\NC(=O)c1nnn(-c2nonc2N)c1C(C)C)c1ccc2ccccc2c1 returned MITF act 11, PvdQ inh 0, Wnt bcat act -1, NSD2 inh 1, V-ATPase pH 1, HTR5A inv ctr -16, HTR5A ag 2, SR-BI HDL uptake 5, CDK5 p35 inh -0.9 and dFosB activator 41*.
Screening COc1ccc(CC(=O)NC(C)c2nnc(SCC(=O)Nc3ccccc3)n2C)cc1 (stereo not drawn) returned MITF act -1, PvdQ inh -10, Wnt bcat act -1, NSD2 inh 1, V-ATPase pH 1, HTR5A inv ctr 9, HTR5A ag -1, SR-BI HDL uptake 16, CDK5 p35 inh 2.3 and dFosB activator 8.
CCOc1ccc(Cn2c(C)nc([N+](=O)[O-])c2SCC(O)CCl)cc1[N+](=O)[O-] (stereo not drawn) was read as MITF act -17, PvdQ inh 9, Wnt bcat act -1, NSD2 inh 2, V-ATPase pH -2, HTR5A inv ctr 2, HTR5A ag -4, SR-BI HDL uptake 6, CDK5 p35 inh 0.8 and dFosB activator 3.
For COc1ccc(OC)c(C2c3[nH]c4ccccc4c3C[C@H]3C(=O)N(CCCOC(C)C)CC(=O)N23)c1 (stereo partly drawn) the results were MITF act -21, PvdQ inh -14, Wnt bcat act -2, NSD2 inh 2, V-ATPase pH 2, HTR5A inv ctr -1, HTR5A ag 0, SR-BI HDL uptake 7, CDK5 p35 inh -0.2 and dFosB activator -8.
For O=C(NNC(=O)c1sc2ccccc2c1Cl)Nc1ccc(Cl)cc1 the results were MITF act 9, PvdQ inh -2, NSD2 inh 1, V-ATPase pH 4, HTR5A inv ctr 34, HTR5A ag -7, SR-BI HDL uptake 6, CDK5 p35 inh -0.6 and dFosB activator 19*.
`COC(=O)c1ccc2c(=O)n(Cc3ccco3)c(SCC(=O)Nc3ccc(C)c(Cl)c3)nc2c1` gave MITF act -13, PvdQ inh -13, NSD2 inh 8, V-ATPase pH -1, HTR5A inv ctr 8, HTR5A ag 2, SR-BI HDL uptake -35, CDK5 p35 inh -0.6 and dFosB activator 15.
For O=C(CNC(=O)c1ccccc1)NCCCSc1ccccc1 the results were MITF act 8, PvdQ inh -15, Wnt bcat act -3, NSD2 inh 0, V-ATPase pH -3, HTR5A inv ctr 10, HTR5A ag -2, SR-BI HDL uptake -16, CDK5 p35 inh -1.2 and dFosB activator -2.
`COc1cc(OC)c(OC)cc1/C=N/n1c(COc2ccccc2)n[nH]c1=S` gave MITF act -3, PvdQ inh -3, Wnt bcat act 2, NSD2 inh 4, V-ATPase pH 1, HTR5A inv ctr -16, HTR5A ag 4, SR-BI HDL uptake -8, CDK5 p35 inh -0.1 and dFosB activator -4.
`Cc1ccc(C)c(-n2cc(-c3ccc(Cl)cc3)nc2SCC(=O)NC2CCS(=O)(=O)C2)c1` (stereo not drawn) gave MITF act -6, PvdQ inh -10, NSD2 inh 6, V-ATPase pH 3, HTR5A inv ctr 4, HTR5A ag 4, SR-BI HDL uptake 21, CDK5 p35 inh -0.8 and dFosB activator 1.
O=C(CCCn1c(=O)oc2ccccc21)NNC(=O)COc1ccc(F)cc1 was read as MITF act -14, PvdQ inh -7, Wnt bcat act 3, NSD2 inh 0, V-ATPase pH 1, HTR5A inv ctr 18, HTR5A ag -7, SR-BI HDL uptake -41, CDK5 p35 inh -1.0 and dFosB activator 1.
O=C(CN1C(=O)NC2(CCCC2)C1=O)NNC(=O)c1ccccc1 was read as MITF act 7, PvdQ inh -16, Wnt bcat act -2, NSD2 inh 4, V-ATPase pH 1, HTR5A inv ctr -11, HTR5A ag 6, SR-BI HDL uptake -29, CDK5 p35 inh 1.6 and dFosB activator 4.
Screening O=C(CCC1CCCC1)NCCS(=O)(=O)N1CCN(c2ccccc2)CC1 returned MITF act -11, PvdQ inh -6, Wnt bcat act 2, NSD2 inh 0, V-ATPase pH -3, HTR5A inv ctr -9, HTR5A ag 4, SR-BI HDL uptake 15, CDK5 p35 inh 1.6 and dFosB activator -4.
